S1P1 ag-PAM: S1P1 agonists and agonism potentiators, primary screen, cell-based, primary and confirmation screens, CRE-bla reporter | S1P1 CRE-bla cells, forskolin, beta-lactamase FRET, potentiator mode; S1P1 agonist co-added at EC20, 2 nM; 100% = saturating reference agonist, 0% = basal | activation, % at 9.5 µM | 56,000 compounds, 0.57% hits;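 active means activation above a cutoff set at the mean activation of all tested compounds plus 3 SD, cut at about 54% in these data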;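 further: forskolin at 4 µM as EC80 and the EC20 agonist is SEW2871; 100% = SEW2871 at its EC100 plus forskolin at EC80; some compounds past the cut are filed as inactive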
Target sequence (P21453 whole entry, looked up): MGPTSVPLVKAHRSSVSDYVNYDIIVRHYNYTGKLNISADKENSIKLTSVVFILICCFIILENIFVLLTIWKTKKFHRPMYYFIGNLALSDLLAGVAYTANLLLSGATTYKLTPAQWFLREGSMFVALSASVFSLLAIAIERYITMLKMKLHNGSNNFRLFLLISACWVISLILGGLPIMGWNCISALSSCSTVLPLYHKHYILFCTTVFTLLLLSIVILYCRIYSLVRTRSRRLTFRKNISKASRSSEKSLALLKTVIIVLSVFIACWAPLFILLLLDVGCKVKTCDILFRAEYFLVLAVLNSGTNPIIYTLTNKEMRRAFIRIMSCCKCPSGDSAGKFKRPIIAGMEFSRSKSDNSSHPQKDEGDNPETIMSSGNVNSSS
A340 absorber: compound light absorbance at 340 nm, profiling panel, artefact control, biochemical, MLSMR library, data from PS, PMK, MK assays | compound absorbance at 340 nm, fold over control | fold change at 10 µM | 65,000 tested, under 10 active | AID 708, 2007;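 active means at 10 µM dose, initial 340 nm absorbance at least 2 fold that of control wells; inactive means change under 2 fold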;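 further: initial absorbance extrapolated from kinetic A340 decline of NADH oxidation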
S1P3 agonist: human S1P3 receptor agonists, primary screen, cell-based, primary and confirmation, NFAT-BLA reporter. S1P3 NFAT-BLA reporter cells, agonism, FRET ratio; relative to 1 µM S1P, basal subtracted. 60,000 compounds, 0.1% hits. activation, % at 4.5 µM;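 active means activation above the screen-wide mean plus 3 SD, cut at about 4.5% in these data, passing the limit was not always enough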; further: some compounds called inactive have numbers as strong as hits
Target sequence (Q99500 whole entry, looked up): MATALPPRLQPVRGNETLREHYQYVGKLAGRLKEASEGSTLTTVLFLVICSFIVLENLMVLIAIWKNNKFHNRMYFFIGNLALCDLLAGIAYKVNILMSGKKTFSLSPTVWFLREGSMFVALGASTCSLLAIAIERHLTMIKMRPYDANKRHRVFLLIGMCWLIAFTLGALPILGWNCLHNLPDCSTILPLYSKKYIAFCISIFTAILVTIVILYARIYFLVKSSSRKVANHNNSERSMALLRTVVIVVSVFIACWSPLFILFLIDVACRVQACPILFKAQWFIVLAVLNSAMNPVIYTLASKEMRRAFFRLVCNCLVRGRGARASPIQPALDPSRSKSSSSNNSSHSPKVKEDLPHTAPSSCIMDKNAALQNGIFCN
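material = human S1P3 NFAT-BLA reporter CHO cells | schedule = 4 h compound at 37 °C, 2 h substrate at RT | measured by = fluorescent BLA substrate, ex 405 nm, em 460/535 nm ratio | controls = 1 µM S1P reference | replication = primary once, confirmation triplicate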
Her2 expr inh: inhibitors of Her2 protein expression, primary screen, SKBR-3 cells, AlphaScreen, 66K library; Receptor tyrosine-protein kinase erbB-2 (Homo sapiens), P04626; HER2 level % of control, % at 10 µM; 65,000 compounds, 0.69% hits; SKBR-3 HER2 protein level, 18-24 h; stronger effect = lower value;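 active means HER2 level under 5% of the carrier-only control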;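 further: 100% = DMSO carrier and 0% = 500 nM PU-H71 HSP90 inhibitor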
MMP13 inh: human MMP13 inhibitors, primary screen, biochemical, FRET peptide cleavage. MMP-13 fTHP FRET cleavage, Mca fluorescence. 65,000 compounds, 0.07% hits. AID 570, 2006. inhibition, % at 4 µM. Collagenase 3 (Homo sapiens), P45452;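 active means inhibition above the mean of compound-free control plate wells plus 3 SD, cut at about 14% in these data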;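 further: 0% = DMSO wells and 100% = wells with reference MMP-13 inhibitor after basal subtraction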
5-HT1A blocker: human 5-HT1a receptor antagonists, primary screen, cell-based, CHO, Ga15 NFAT-bla reporter; 62,000 compounds, 0.68% hits; AID 612, 2007; CHO 5-HT1a Ga15 NFAT-bla reporter, antagonist mode; inhibition, % at 10 µM;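 active means inhibition above the mean of all tested compounds plus 3 SD, cut at about 43% in these data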;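 further: receptor stimulated by 5-CT agonist at 100 nM near EC80; beta-lactamase reporter measured by ratiometric fluorescence of a cleavable substrate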
Autofluor 339: intrinsic fluorescence of library compounds, ex339/em460 – biochemical, MLSMR library, data from DPM-DC assay, artefact control, profiling panel; 65,000 compounds, 5.5% hits; compound autofluorescence, ex339/em460 nm, NADH buffer; stronger effect = higher value; 1 = no-compound wells, NADH background; fluorescence fold increase at 10 µM;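 active means at 10 µM, mean starting fluorescence two-fold or more over control wells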;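 further: signal is the first read of a kinetic run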
5HT1E ag: 5-HT1E receptor agonists, primary screen, cell-based, HTS; 5-hydroxytryptamine receptor 1E (Homo sapiens), P28566; CHO 5-HT1E Ga15 NFAT-bla reporter, FRET; 0% DMSO wells, 100% control agonist wells; activation, % at 6 µM; 65,000 compounds, 0.69% hits; AID 574, 2007;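 active means activation above a set limit, the screen-wide mean activation plus 3 SD, cut at about 8.5% in these data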;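 further: 100% = positive control agonist at 1 µM giving full maximal response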
HTR1E antagonist: 5-HT1E receptor antagonists, primary screen, cell-based, HTS. inhibition, % at 6 µM. 5-hydroxytryptamine receptor 1E (Homo sapiens), P28566. CHO 5-HT1E Ga15 NFAT-bla reporter, FRET, antagonist. 65,000 compounds, 0.99% hits;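 active means inhibition above a set limit, the mean inhibition across every tested compound plus 3 SD, cut at about 29% in these data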;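 further: signal is the 460 over 535 nm emission ratio of beta-lactamase substrate; 0% = agonist plus DMSO wells and 100% = wells without agonist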
* = called active by the depositor; . = not tested or not shown; [ ] = remark or other dose.

S1P1 ag-PAM	A340 absorber	S1P3 agonist	Her2 expr inh	MMP13 inh	5-HT1A blocker	Autofluor 339	5HT1E ag	HTR1E antagonist	structure
-11.4	0.99	0.1	86.4	2.4	-1.0	1.06	0.7	-1.8	Brc1ccc2[nH]ncc2c1
-9.7	1.03	-0.8	93.6	-1.4	-8.3	0.98	-0.9	3.2	Cc1cc(NC(=O)CSc2nnc3c(C)cc4cc(C)c(C)cc4n23)no1
-0.5	0.97	-2.3	58.0	1.1	7.4	1.01	0.0	4.7	Cc1ccccc1NC(=O)C1CCC(C)(C(=O)O)C1(C)C (configuration not stated)
-25.8	0.97	0.3	118.5	-11.6	-4.9	1.04	0.7	-2.9	O=C(CSc1nnc(CCc2nc3ccccc3[nH]2)n1-c1ccccc1)NCc1ccco1
-20.9	1	-0.3	183.2	1.1	-10.4	1.03	2.7	-17.5	Cc1cccc(N2CCN(C(=O)C34CC5CC(CC(C5)C3)C4)CC2)c1C
9.5	0.98	-1.6	96.5	-7.4	-1.3	1.12	-0.3	7.3	Cn1c(=O)c2c(nc(CN3CCC(C(N)=O)CC3)n2CCc2ccccc2)n(C)c1=O
-10.0	1.06	-0.8	83.8	0.3	-0.3	1.11	-0.8	-3.1	COc1nc(NC(C)(C)C)nc(Oc2ccc(=O)n(C)n2)n1
1.0	1.04	-0.8	-13.9*	-0.3	9.5	1.11	-1.3	10.4	CC(C)COC(=O)N1CC(O)CC1C(=O)O (configuration not stated)
-20.3	1.01	3.7	74.7	-1.9	-9.5	1.11	-0.5	-9.5	CCOC(=O)c1c(N)sc2c1CCS(=O)(=O)C2
-6.8	1.04	-1.0	93.4	-2.5	-1.6	1.08	-0.5	7.4	CCOC(=O)c1cc(C(=O)OCC)c2cc(Br)ccc2n1
5.8	1.02	-0.8	83.2	7.8	-11.3	1.06	-0.7	8.7	NC(=O)CSCc1c(Cl)cccc1Cl
-10.7	1.04	-0.1	100.4	-2.3	11.6	1.07	-1.4	9.5	O=C(O)C1CCCN1C(=O)c1cncc(Br)c1 (configuration not stated)
20.1	1.02	-0.7	90.1	-3.5	0.8	1.12	-0.6	-3.7	CCCCOc1ccccc1NC(=O)C=C(C)C
-3.1	0.99	-1.2	95.1	3.6	5.4	1.04	0.4	-0.6	CCOC(=O)N1CCN(C(=O)CSc2ncnc3ccccc23)CC1
-11.8	0.98	-0.4	114.0	1.4	6.5	1.05	2.0	-7.5	O=C(Nc1cccs1)NC1CCCC1
.	1.15	-0.6	79.2	4.3	-8.9	1.06	0.5	2.4	CN(C)C=NC(=O)/C(C#N)=C1\CCc2ccccc2N1
2.1	1.01	0.0	99.7	1.4	-4.5	1.07	-0.3	-2.0	O=C1NC(=O)C2C3c4ccccc4C(c4ccccc43)C12 (configuration not stated)
6.2	1.01	1.0	87.3	-3.6	-4.3	1.05	-0.2	0.2	c1ccc(CCc2nc(-c3cccnc3)no2)cc1
-7.3	1	-1.4	102.2	3.5	-5.0	1.08	-0.1	0.1	Cc1cc2c(cc(C(=O)O)n2C)s1
2.1	1.02	-0.8	96.9	-2.2	4.6	1.09	-1.3	5.4	Cc1cccc(NC(=O)CN(C)S(=O)(=O)c2cnc[nH]2)c1

2 consecutive entries from above, quoted:
S1P1 ag-PAM	A340 absorber	S1P3 agonist	Her2 expr inh	MMP13 inh	5-HT1A blocker	Autofluor 339	5HT1E ag	HTR1E antagonist	structure
-7.3	1	-1.4	102.2	3.5	-5.0	1.08	-0.1	0.1	Cc1cc2c(cc(C(=O)O)n2C)s1
2.1	1.02	-0.8	96.9	-2.2	4.6	1.09	-1.3	5.4	Cc1cccc(NC(=O)CN(C)S(=O)(=O)c2cnc[nH]2)c1

Remaining list, next part
S1P1 ag-PAM	A340 absorber	S1P3 agonist	Her2 expr inh	MMP13 inh	5-HT1A blocker	Autofluor 339	5HT1E ag	HTR1E antagonist	structure
65.7	1.06	-1.4	156.5	3.7	15.2	1.11	-0.9	9.4	CCN(CC)S(=O)(=O)c1cccc(S(=O)(=O)c2cccc(S(=O)(=O)N(CC)CC)c2)c1
-13.0	1.03	1.4	85.5	-7.0	.	1.11	-0.4	4.9	Cc1ccc(C(=O)C2C(c3cccs3)NC(=O)NC2(O)C(F)(F)F)cc1 (configuration not stated)
.	1.05	0.3	90.1	2.5	-6.0	1.08	0.1	-6.8	CN(C)C(=O)N1CCN(C(=O)c2ccccc2Sc2ccccc2C#N)CC1
.	1.07	.	70.2	-5.2	4.3	1.56	0.4	-6.7	CCCCCn1c(=O)[nH]c2cc(C(=O)NCc3ccc4c(c3)OCO4)ccc2c1=O
10.0	1.12	0.3	120.4	-2.9	7.6	1.11	-0.3	5.2	Cc1cc(N2CCOCC2)c2c(N)c(C)cc(C)c2n1
-10.2	1.05	-0.2	62.1	-5.0	0.2	1.06	0.0	-4.3	O=C(CSc1nnc(-c2ccoc2)o1)N1CCOCC1
-12.8	1	-0.7	108.7	2.1	1.6	1.09	2.3	3.3	O=C1CC(C(=O)NC2CCCCC2)C(c2ccccc2)O1 (configuration not stated)
-1.9	1.05	0.4	83.8	-8.8	-1.6	1.06	0.6	-3.2	CS(=O)(=O)c1ccc2nc(NC(=O)CN3CCCCCC3)sc2c1
4.0	1.03	0.2	69.1	0.9	-7.4	1.1	0.1	11.1	Brc1ccc(NCc2nnc3n2CCCCC3)cc1
16.3	1.03	-1.0	85.8	0.5	5.0	1.09	-1.4	13.9	Clc1ccc(-c2nnc(SCc3nc(-c4ccccc4)no3)o2)cc1
0.8	1.03	-1.7	87.4	-149.1[fluorescence artefact?]	14.8	3.7*	-0.9	12.6	Cc1ccc(-c2nc(C#N)c(NCc3ccco3)o2)cc1
-22.3	1.05	-0.5	109.6	0.3	-6.5	1.14	0.1	-2.2	Cc1ccc(S(=O)(=O)NC(C)(C)CSc2nncn2N)cc1
-26.9	1.01	-0.9	113.4	0.9	3.5	1.11	-0.8	0.8	Cc1nn(-c2ccccc2)c(C)c1C(=O)OC/C(O)=C(\C#N)c1nc2ccccc2[nH]1
-18.2	1.07	-2.0	87.6	0.1	9.2	1.09	0.4	4.5	COc1ccc(Nc2nc(N)nc(CN3CCC(Cc4ccccc4)CC3)n2)cc1
-8.7	0.98	-0.6	74.2	0.1	-5.7	1	1.9	-7.2	CNC(=O)c1ccc2nc(NC(C)=O)sc2c1
14.2	1	-1.2	116.9	1.3	22.7	1.1	-1.2	-3.6	O=c1c2ccccc2nc(SCc2ccccc2)n1Cc1ccco1
-2.5	0.99	0.8	99.3	-1.8	-5.2	1.06	0.1	1.7	Cn1nc(C(=O)Nc2cccc(C(F)(F)F)c2)ccc1=O
-14.2	0.96	0.1	122.8	-16.3	5.6	1.1	-0.6	-0.4	COc1ccc2c(c1)CCc1c-2n[nH]c1C(=O)O
9.7	1	-1.2	130.9	-7.7	-13.5	1.07	0.6	5.7	CCCNC(=O)c1[nH]c(C)c(C(C)=O)c1C
.	1.04	-0.7	83.2	4.9	-7.4	1.13	-0.2	1.7	COc1ccc2c(c1)CCC(C)N2S(=O)(=O)c1ccc(C2CNC(=O)C2)cc1 (configuration not stated)
.	1.04	-0.1	86.7	1.1	-10.3	1.14	0.2	6.4	O=C(CCCOc1ccccc1)N1CCc2ccccc2C1
-8.0	1.02	0.7	82.0	2.3	-11.6	1.03	0.2	-2.5	Cc1ccc(C)c(N2CCN(C(=O)c3cc(S(=O)(=O)N4CCOCC4)ccc3F)CC2)c1
18.0	0.98	0.3	143.1	-3.4	13.3	1.06	-1.0	5.1	CC(=O)N1CCCc2cc(S(=O)(=O)N(C)Cc3ccccc3)ccc21
.	0.98	.	117.8	4.3	1.6	1.11	0.5	-2.7	O=C(c1c(Cl)cccc1Cl)N1CCCCCC1
3.3	1.01	-0.5	166.9	1.2	-11.8	1.08	1.6	-4.0	COc1ccc(C(=O)NCC(=O)O)cc1
9.2	1.02	-0.8	65.0	-14.1	6.9	1.1	0.1	12.4	CC(=O)Nc1nc(C)c(S(N)(=O)=O)s1
13.1	1	0.1	110.4	-5.1	10.1	1	0.3	7.4	COCC(C)n1c(COc2ccccc2F)nnc1SCc1c(C)noc1C (configuration not stated)
.	1.11	.	60.8	2.1	6.6	1.06	0.5	1.5	COc1cccc(/C(O)=C2/C(=O)C(=O)N(Cc3ccco3)C2c2ccncc2)c1 (configuration not stated)
-20.5	1	-1.6	76.8	2.3	16.4	1.07	-0.8	3.3	O=C(Nc1cccc(F)c1)C1CCN(C(=O)Cc2ccccc2)CC1
13.4	1.03	-1.4	118.2	-12.8	46.8*	1.07	1.2	-12.4	O=c1c2ccccc2nc(N2CCN(c3ccccc3)CC2)n1Cc1ccccc1
5.9	1.08	-1.4	122.1	-65.5[fluorescence artefact?]	-6.4	2.55*	0.7	-8.2	CNC(=O)c1cc2cc(OC)ccc2oc1=N
1.6	0.99	-0.4	111.4	4.1	4.6	1.1	-0.2	1.2	O=C(Nc1ccc2c(c1)OCO2)C1CCN(C(=O)c2cccs2)CC1
-22.9	1.03	-0.5	89.5	1.8	.	1.06	0.6	-2.8	COc1cccc(C(=O)N2CCN(Cc3ccccn3)CC2)c1OC
-16.2	1.01	-0.8	123.9	-2.2	-5.7	1.34	0.4	10.7	COc1ccc(CCNc2c(N)n(Cc3ccccc3)c(=O)[nH]c2=O)cc1OC
.	1.05	.	35.0	2.0	7.6	1.1	0.8	1.5	O=C1OC(Nc2ccc3c(c2)OCO3)c2ccccc21 (configuration not stated)
-2.3	1.03	-1.9	85.3	-10.1	.	1.14	-0.2	-0.3	CCSc1nc(N)c2c3c(sc2n1)CCC3
-9.5	1.12	-0.8	96.0	0.7	2.9	1.54	-0.5	-2.0	CCOC(=O)c1ccccc1N/C=C1\CCCC1=O
1.6	1.04	-0.8	122.9	0.8	2.7	1.07	-1.0	4.3	Cc1cc2c(=O)n(Cc3ccco3)c(SCC(=O)NCc3ccco3)nc2s1
0.9	1.05	1.5	81.3	-26.9	-15.9	3.68*	2.8	-9.8	Nc1c(C(=O)NC2CCCCC2)c2nc3ccccc3nc2n1/N=C/c1ccco1
-0.5	1.03	-0.2	75.3	-1.0	-13.1	1.14	0.2	-7.0	CCOC(=O)COc1nc(Nc2ccccc2C)nc(N(C)C)n1
-6.6	1	2.3	121.3	-0.3	-18.8	1.06	-0.9	7.5	CC1=C(C(=O)OC(C)C)C(/C=C/c2ccccc2)NC(=O)N1 (configuration not stated)
-4.1	1	-0.6	92.9	2.6	45.3*	1.12	-1.0	0.6	CCN(Cc1ccccc1)C(c1ccccn1)c1nnnn1C(C)(C)CC (configuration not stated)
-7.8	1.05	-0.1	.	-14.9	4.9	1.05	0.3	3.0	CCOc1ccc(CC(=O)Nc2c(C(N)=O)oc3ccc(Br)cc23)cc1OCC

No enrichment for hits; about 8.5% have a hit in one of these screens.
